12-LOX inh = Primary qHTS assay for inhibitors of human arachidonate 12S-lipoxygenase (ALOX12): Round 2 | Polyunsaturated fatty acid lipoxygenase ALOX12 (Homo sapiens), P18054 | purified 12hLO, xylenol orange hydroperoxide absorbance | Potency, µM (top dose mostly 108 µM), without a hit: at the highest dose activity change, negative = inhibition, actives largely listed as inhibitors | actives 1.1% (n = 580,000); active = well fitted inhibition curve with a large enough effect; inconclusive = small, poorly fitted or top-dose-only effect, or another doubt; inactive = no such curve, though single readings can be large or run the other way
Target sequence (P18054 whole entry, looked up): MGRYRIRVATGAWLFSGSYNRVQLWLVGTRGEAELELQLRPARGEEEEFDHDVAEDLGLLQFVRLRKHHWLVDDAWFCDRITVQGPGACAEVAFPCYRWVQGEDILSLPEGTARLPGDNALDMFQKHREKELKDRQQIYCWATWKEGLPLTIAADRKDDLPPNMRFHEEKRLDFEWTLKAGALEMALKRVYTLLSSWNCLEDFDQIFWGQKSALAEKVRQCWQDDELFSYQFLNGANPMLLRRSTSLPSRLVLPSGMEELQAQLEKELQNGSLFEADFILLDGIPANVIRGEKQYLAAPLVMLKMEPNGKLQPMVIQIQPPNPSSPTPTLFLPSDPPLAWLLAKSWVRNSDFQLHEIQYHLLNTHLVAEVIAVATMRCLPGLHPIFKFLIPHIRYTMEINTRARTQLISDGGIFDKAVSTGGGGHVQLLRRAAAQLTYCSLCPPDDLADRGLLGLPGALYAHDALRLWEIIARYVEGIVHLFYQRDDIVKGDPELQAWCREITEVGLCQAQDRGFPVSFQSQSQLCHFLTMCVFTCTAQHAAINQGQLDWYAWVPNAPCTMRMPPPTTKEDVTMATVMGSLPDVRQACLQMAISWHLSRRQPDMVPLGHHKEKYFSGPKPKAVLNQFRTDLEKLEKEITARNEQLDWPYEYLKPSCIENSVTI
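Purified human 12hLO (150 nM final) in 25 mM Hepes, 0.01% Triton X-100, pH 7.0 was preincubated 15 min at room temperature with compound. Then 40 uM arachidonic acid was added, 30 min. Hydroperoxide was read by Fe-XO absorbance ratio 573/405 nm.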
Active calls of the source: *; ? = inconclusive; & = joins results of further samples; [ ] = dose if it differs, or a comment. % is scaled to controls: 0 for no effect and ±100 for the full control effect; potency is read from the fitted curve at half-maximal effect.

12-LOX inh | molecule
-2.3% | O=C(Nc1ccc2c(c1)OCCCO2)c1ccccc1SCc1ccsc1
2.9%[176 µM] | CN1CCC2(C1)CN(Cc1ccccc1)c1ccc(C(=O)NCC3CC3)cc12 (stereo not drawn)
? | COc1ccc(-c2nc3c4ccccc4ccn3c2Cc2cccc(F)c2)cc1OC
? | COc1cc(=O)n2c(c1C(=O)NCc1ccco1)CCN(Cc1cc3ccccc3[nH]1)CC2
8.7% | C#CCNC[C@@H]1CSCCS(=O)(=O)N1
-18.1% | Cc1cc(=O)n(CC(=O)Nc2ccc(F)cc2)c(N2CCN(c3ccccc3)CC2)n1
11.4% | Cc1ccc(C(C)CCN2CCOc3ccc(CN4CCOCC4)cc3C2)o1 (stereo not drawn)
13.2% | COc1ccc(C(=O)N[C@H]2CCOC[C@H]2C2CCOCC2)cc1O
? | O=C(c1cc(-c2ccco2)nc2ccccc12)N1CCCCCC1
? | COc1ccccc1C(=O)Nc1ccc2oc(-c3ccc(Cl)cc3)nc2c1
? | COc1ccc2[nH]cc(C(C(=O)O)N3CCCC3)c2c1 (stereo not drawn)
12.5% | CCNC(=O)c1n[nH]c2c1CN(C(=O)c1cccc(Cl)c1)CC2
39.3%[activator] | Cc1nccc(N2CCC3(CC2)CN(CCCN2CCC(N(C)C)C2)C(=O)O3)n1 (stereo not drawn)
-0.6% | CC(C)c1ccc(NC(=O)CN2C(=O)C(c3ccccc3)=NC23CCCCC3)cc1
25.8% | COC[C@@H]1CN(C(=O)c2cc3ccccc3[nH]2)C[C@H]1c1nc(C)no1
9.8% | CCOc1ccc2ccccc2c1CNCc1ccco1
0.5% | Cc1cnc(C(=O)N[C@@H]2CCC[C@@H]2C(=O)Nc2ccc(C)c(F)c2)cn1
34.7%[activator] | COCCn1nnnc1C1CC2(CCOCC2)C(=O)N1Cc1cccc(C)c1 (stereo not drawn)
12.5% | CCCc1noc(-c2cn(C3CCN(C(=O)c4ccoc4)CC3)nn2)n1
85.3%[activator] | CC1CCN(CCCNC(=O)C2CCCN(Cc3ccncc3)CCC(=O)NCC2)CC1 (stereo not drawn)
36.3%[activator] | COc1cc2c(cc1OC)-c1c(c(C(=O)Nc3ccncc3)nn1-c1ccccc1F)C2
? | Nc1nc2c(s1)C(c1ccc(F)c(F)c1)CC(=O)N2 (stereo not drawn)
47.6%[activator] | CC1(C)CN(C(=O)c2ccccc2Oc2ccccc2)CC1(C)O (stereo not drawn)
57.1%[activator] | Cc1cc(CNC(=O)C2CC(=O)N(c3ccc(C(C)C)cc3)C2)no1 (stereo not drawn)
? | COc1cccc(CNC(=O)[C@H]2CCCN2C(=O)C2CCCN2C(=O)c2ccc(OC)c(F)c2)c1 (stereo partly drawn)
? | COc1ccc(-c2ccnc3c2c(=O)[nH]c(=O)n3Cc2ccco2)cc1OC
21.2% | CC(C)Cn1c(CN(C)C(C)c2ccon2)cnc1S(=O)(=O)Cc1ccccc1 (stereo not drawn)
? | O=C(CCc1cccs1)N1CCSCC1
20.9% | Cc1ccc(CNC(=O)N2CCCC(c3noc(COc4ccccc4F)n3)C2)cc1 (stereo not drawn)
4.2% | CCn1cc(S(=O)(=O)N2CCC3(CC2)CN(Cc2ccc(OC)cc2)C3=O)cn1

The closing 3 compounds of the section above lead into the next:
12-LOX inh | molecule
? | O=C(CCc1cccs1)N1CCSCC1
20.9% | Cc1ccc(CNC(=O)N2CCCC(c3noc(COc4ccccc4F)n3)C2)cc1 (stereo not drawn)
4.2% | CCn1cc(S(=O)(=O)N2CCC3(CC2)CN(Cc2ccc(OC)cc2)C3=O)cn1
5.6% | O=S(=O)(c1ccc(F)cc1)N1CCCC(Cc2noc(-c3cccnc3)n2)C1 (stereo not drawn)
-6.5% | COC(=O)[C@@H]1CCCN1Cc1ccc2c(c1)CN(Cc1ccccc1F)CCO2
-57.5% | Cc1cc(C(=O)Cn2cnc3c2c(=O)n(C)c(=O)n3C)c(C)[nH]1
? | COc1ccc(-c2cc3c(=O)n(CCNC(=O)c4ccccn4)ccn3n2)cc1
7.5% | COCCNC(=O)c1cc(S(=O)(=O)N(C)C2CCCCC2)ccc1Cl
? | O=C(NCCN1CCCCC1)c1nc(-c2cccc3[nH]ccc23)no1
1.5% | C[C@H]1CN([C@@H](C)CO)C(=O)CCCn2cc(nn2)CO[C@@H]1CN(C)S(=O)(=O)c1ccc(C#N)cc1
15.6% | COc1ccc(-c2ccc3nc(-c4cc(F)ccc4F)oc3c2)c(OC)c1OC
-36.9% | Nc1nccnc1C(=O)NCc1ccccc1CN1CCCCC1
15.8% | Cc1cc(C)cc(C(=O)Nc2cccc(-c3nnc4n3CCCC4)c2)c1
-12.5% | Cc1cccc(-c2nc3ccccc3c(=O)n2CCN(C)C)c1
8.6% | Fc1cccc(CSc2ncnc3nc[nH]c23)c1
-17.4% | N#CC(C(=O)CC1CCCCC1)C(=O)Nc1ccccc1Cl (stereo not drawn)
14.6% | O=C1c2c(-c3nc(-c4ccsc4)no3)nnn2CCN1CC1CCCO1 (stereo not drawn)
-2.4%[176 µM] | COc1ccc(-c2nnc3ccc(NC4CCCCC4)nn23)nc1
0.0%[6.33 µM] | N#Cc1ccc(CN2CCC(N3CCCOC3=O)CC2)cc1
14.7% | O=C(NCc1ccccn1)c1ccccc1OCc1ccccc1Cl
? | O=C(CCNc1c(-c2cccc(F)c2)nc2cnccn12)N1CCCC1
? | COc1ccccc1N1CCN(Cc2cc(=O)oc3cc(C)cc(C)c23)CC1
42.4% | O=C(C1CN(S(=O)(=O)c2ccccc2)CC12CCCCC2)N1CCOCC1 (stereo not drawn)
? | O=c1c2ccccc2c(-c2ccc(Cl)cc2)nn1-c1cc(N2CCNCC2)ccc1[N+](=O)[O-]
39.2% | COc1cccc(CCN(Cc2cccc(C)c2)C(=O)[C@H]2CCC[C@H](O)C2)c1
45.4% | COc1cccc(CN2CC[C@@]3(O)CCNC[C@H]3C2)c1OCCCn1ccnc1
51.4%&47.8%[activator][176 µM] | c1cc2nc(C3CCN(C4CCCCC4)C3)[nH]c2cn1 (stereo not drawn)
-3.2% | c1cc(N2CCOCC2)ccc1-c1ccc2nncn2c1
46.3%[activator] | CC(C)CC(=O)N1CCC(N2C[C@H](O)C[C@H]2C(=O)NCc2cccnc2)CC1
2.8% | CC(=O)c1ccc(NC(=O)COc2nc(C)c3c(c2C#N)CCCC3)cc1
14.6% | Cc1ccccc1S(=O)(=O)N1C[C@@H](Oc2cccnc2)C[C@H]1C(N)=O
26.4%[176 µM] | C[C@H]1[C@@H]2[C@@H](O)[C@H]([C@H](C)C(=O)N3CCCC3)CC[C@@]2(C)CC[C@@H]1NC(=O)CC(C)(C)C
-16.3% | CO[C@@H]1CN(C)C(=O)c2cc(NC(=O)Nc3cc(F)ccc3F)ccc2OC[C@H](C)N(C(=O)c2ccccn2)C[C@@H]1C

Part of the list above in order of heavy-atom count, high to low.
12-LOX inh | molecule
1.5% | C[C@H]1CN([C@@H](C)CO)C(=O)CCCn2cc(nn2)CO[C@@H]1CN(C)S(=O)(=O)c1ccc(C#N)cc1
5.6% | O=S(=O)(c1ccc(F)cc1)N1CCCC(Cc2noc(-c3cccnc3)n2)C1 (stereo not drawn)
14.6% | Cc1ccccc1S(=O)(=O)N1C[C@@H](Oc2cccnc2)C[C@H]1C(N)=O
-2.4%[176 µM] | COc1ccc(-c2nnc3ccc(NC4CCCCC4)nn23)nc1
-17.4% | N#CC(C(=O)CC1CCCCC1)C(=O)Nc1ccccc1Cl (stereo not drawn)
9.8% | CCOc1ccc2ccccc2c1CNCc1ccco1

Next section
12-LOX inh | molecule
0.0%[12.5 µM] | O=C1Nc2ccccc2CC12CN(Cc1ccc(F)cc1)C2
-32.8% | Cc1ccc(CN(C)C(=O)C2CCN(c3ccc(C(F)(F)F)cn3)CC2)c(C)c1
11.6% | Cc1oc(-c2ccc(NC(=O)Cc3ccccc3)cc2)nc1CNC(=O)c1ccc(-c2ccco2)cc1
52.4%[activator] | COCCOc1ccc2c(n1)CCN(C(=O)c1ccsc1)C2
2.4% | CC(NC(=O)C1CCCc2ccccc21)c1cccc(F)c1 (stereo not drawn)
24.8% | CCn1ncc(N2CCCC(CC(=O)Nc3ccc(F)c(F)c3)C2)cc1=O (stereo not drawn)
6.6% | COc1cccc(CNC(=O)Cn2c(-c3cccc(Cl)c3)nc(C)c(CCO)c2=O)c1
? | CCCCn1nnnc1C(c1ccccc1)N1CCc2ccccc2C1 (stereo not drawn)
50.5%[activator] | Cc1cccc(C(=O)N/N=C/c2ccccc2C)c1
-4.6% | O=C(c1ccccc1)N1CCc2nc(C3CC3)nc(-c3ccc(O)cc3)c2CC1
1.9% | O=C(NCC1Cc2cccc(-c3cccnc3)c2O1)c1cc(-c2ccccc2)n[nH]1 (stereo not drawn)
-11.5% | CCCCC1O[C@@H](C)[C@@H]2CN3CCc4c([nH]c5ccccc45)[C@@H]3C[C@@H]2N1C (stereo partly drawn)
27.0% | COc1ccc(OC)c(C(C)NC(=O)CCc2ncc(-c3ccc(F)cc3)o2)c1 (stereo not drawn)
-1.4%[176 µM] | Cc1cc(C)c(CNC(=O)c2nc(-c3ccccc3C)cc3c2ccn3C(C)C)c(=O)[nH]1
32.9% | C[C@@H]1Cn2cnc(C(=O)N[C@@H](Cc3c[nH]c4ccccc34)C(=O)OC(C)(C)C)c2C(=O)N1
? | COCC1CN(Cc2ccc(Br)s2)CC12CCNCC2 (stereo not drawn)
? | Cc1nc(-c2ccc(S(=O)(=O)Nc3cccc(C#N)c3)cc2)co1
3.3% | Cc1cc(C)c2c(c1)C(=O)/C(=C\c1ccccc1C)CC2
52.0%[activator] | CC(C)CCNC(=O)C1CC(=O)N(c2n[nH]c3cccc(F)c23)C1 (stereo not drawn)
0.6% | COc1ccc(S(=O)(=O)N(C)C)cc1NC(=O)c1ccc(OCC2CCCO2)cc1 (stereo not drawn)
-3.3% | Cn1c(=O)c(C(=O)Nc2ccc(Cl)c(C(F)(F)F)c2)nc2ccccc21
4.5% | CN(Cc1cccc(Cl)c1Cl)C(=O)c1ccc(NS(C)(=O)=O)cc1
40.1%[activator] | Cc1c(-c2ccc(F)cc2)[nH]c2ccc(CNCc3cnn(C)c3)cc12
31.6% | Cc1[nH]nc2c1C(c1ccccc1F)C(C#N)=C(N)O2 (stereo not drawn)
36.3%[176 µM] | CCCNC(=O)N1CCC(O)(c2csc(CN3CCc4ccccc4C3)n2)CC1
39.4%[activator] | CN(C(=O)c1ccc(Cl)s1)C1CCc2nn(CC3CC3)c(=O)n2CC1 (stereo not drawn)
12.6µM* | CCS(=O)(=O)NCC1(COc2ccc(C(F)(F)F)cn2)C[C@@H](O)[C@@H](O)C1 (stereo partly drawn)
-0.5% | C=CCOC(=O)Nc1nc2c(s1)C[C@@H]1[C@](C)(CO)[C@H](O)CC[C@@]1(C)[C@@H]2CC(=O)NCCN1CCOCC1
17.0%[176 µM] | COCc1ccc(CN[C@H]2C[C@@H](Cc3cc(CN4CCCCC4)on3)C2(C)C)o1
? | NC(=S)N/N=C/c1ccc2ccccc2n1
35.9%[activator] | CCC(=O)N1CCC2(CC1)CC(Cc1nc(CCOC)no1)CCO2 (stereo not drawn)
36.2%[activator] | CN(CCCc1[nH]nc(N)c1C#N)c1nc(-c2ccccc2)nc2ccccc12
46.0%[activator][176 µM] | Cc1ccc(C(=O)N2CCn3c(nnc3-c3ccccc3)C2)cc1
-5.2% | CN(C)CCNC(=O)CCC(=O)O
? | Cn1nc(C(F)(F)F)c(Cl)c1C(=O)NC1CCCC1
0.0% | COc1c(CNCc2cccnc2N2CCOCC2)c(C)nn1C
? | O=C1CC(C(=O)O)C2(CCN(C(=O)C3(Cn4ccnc4)CC3)CC2)N1 (stereo not drawn)
? | Cc1nc2c(OCCC3CCCCC3)cccn2c1N(C)C(=O)CCC1CCCC1
59.4%[activator] | COCC1CN(C2CCC2)CC12CCN(C(=O)Cc1ccccc1)CC2 (stereo not drawn)
-22.1% | CC(Sc1nnc(-c2ccccc2F)n1C(C)C)C(=O)Nc1nccs1 (stereo not drawn)
1.8% | NCCSCc1ccsc1
-5.3% | CCCNc1c(NC(=O)c2c(F)cccc2F)c(=O)oc2ccccc12
0.6% | CCN1C(=O)NC(c2c(F)cccc2Cl)C(C(=O)N2CCOCC2)=C1C (stereo not drawn)
-9.4% | O=C(c1cccc(Cl)c1)N1CCC2(CC1)CC(Cc1ccccc1)=NO2
1.5% | CCOC(=O)C1(C)CCN1C(=O)c1ccccc1OC (stereo not drawn)
-0.3% | CCCCCn1c(NC)nc2c1c(=O)[nH]c(=O)n2C
51.2%[activator] | CCCN(CC1CCOC1)C(=O)Nc1ccc(Br)c(C)c1 (stereo not drawn)
-2.2% | CCN1c2cc(C(=O)Nc3cc(C)ccc3C)ccc2C(=O)N2CCCCCC21 (stereo not drawn)
12.3% | COc1ccc(-c2nnc(C[C@@H]3C[C@@H](C(C)C)[C@H](CN4CCN(C)CC4)C=C3C)o2)cc1
-20.9% | O=S(=O)(CC1NCc2cc(F)ccc21)NCc1ccc(F)cc1 (stereo not drawn)
? | Cc1cccc(NS(=O)(=O)c2cc(C)c(Br)cc2C)n1
? | Fc1ccc(/C=N/Nc2ccccc2Cl)cc1F
16.1% | Cc1nc(N2CCC(C(=O)NCC3CC3)CC2)nc2cc(S(C)(=O)=O)ccc12
? | C[C@@H]1COc2cc(N3CCOCC3)ccc2S(=O)(=O)N1
-6.1% | CC1=C(C(=O)N2CCCCC2)C(c2cc(Br)ccc2F)C2=C(CCCC2=O)N1 (stereo not drawn)

Screens deposited in PubChem BioAssay by National Center for Advancing Translational Sciences (NCATS).

This is a subset, so the mix of outcomes need not match the whole.
